# Assay outcomes deposited in PubChem BioAssay by several laboratories.
# S1P3 antag: S1P3 (human) receptor antagonism; inhibition, % at 4.98 µM; Q99500; CHO S1P3 NFAT-BLA reporter, FRET fluorescence, antagonist mode; 170,000 tested, 0.27% active;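 active means inhibition above the plate cutoff, the mean inhibition of test wells on that plate plus 3 SD, cut at about 28% in these data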;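 further: cells challenged with S1P at its EC80 of 0.8 µM; blue over green emission ratio from cleaved BLA substrate after 4 h stimulation; 0% = S1P-stimulated wells and 100% = unstimulated DMSO-only wells; some compounds past the cut are filed as inactive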
# G6PDH CS: L. mesenteroides G6PDH inhibition counter-screen | Purified L. mesenteroides G6PDH, diaphorase/resazurin coupled fluorescence, 45 min | inhibition, % at 5 µM | 200,000 tested, 0.12% active | AID 1020
# Diaphorase inh: inhibits diaphorase or chemically oxidizes, flagging diaphorase assay artifacts | diaphorase resazurin-to-resorufin fluorescence, NADH, 16 min; bacterial (C. kluyveri) enzyme, not human | inhibition, % at 20 µM | 190,000 tested, 0.69% active | AID 1217;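 active means primary screen inhibition at 20 µM above a set limit, cut at about 50% in these data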;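 further: plate controls were DMSO with full reaction for no effect and wells lacking NADH for full effect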
#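 Assay system: diaphorase enzyme from Clostridium kluyveri; Input: enzyme working solution with 0.14 U/mL diaphorase; Timing: 16 min at room temperature; Technique: resorufin fluorescence, excitation 544 nm, emission 590 nm; Benchmarks: positive control minus NADH, DMSO neutral control.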
# Redox H2O2 prof: compounds producing H2O2 with reducing agent – biochemical, NIH compound library profiling, artefact control for MLSCN library redox annotation, primary screen; AID 878; activation, % at 10 µM; DTT-dependent redox cycling H2O2, phenol red/HRP absorbance; 100% = 100 µM peroxide control, 0% = buffer; 200,000 tested, 0.03% active;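 active means activation of at least 50% relative to the plate's high and low controls in the primary single-dose screen; inactive means activation below 50%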;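 further: compound incubated with DTT at 0.8 mM final as the reducing agent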
# TLR4 MyD88 comp: blocks binding of human TLR4 to MyD88 | O00206+Q99836 | AID 861 | HeLa CL3-4 TLR4/MyD88 BLA complementation, FRET ratio | inhibition, % at 8.4 µM | 200,000 tested, 0.18% active; in the data active means inhibition above about 25%;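 further: 0% = vehicle and 100% = reference inhibitor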
# Target sequence (O00206 whole entry, looked up): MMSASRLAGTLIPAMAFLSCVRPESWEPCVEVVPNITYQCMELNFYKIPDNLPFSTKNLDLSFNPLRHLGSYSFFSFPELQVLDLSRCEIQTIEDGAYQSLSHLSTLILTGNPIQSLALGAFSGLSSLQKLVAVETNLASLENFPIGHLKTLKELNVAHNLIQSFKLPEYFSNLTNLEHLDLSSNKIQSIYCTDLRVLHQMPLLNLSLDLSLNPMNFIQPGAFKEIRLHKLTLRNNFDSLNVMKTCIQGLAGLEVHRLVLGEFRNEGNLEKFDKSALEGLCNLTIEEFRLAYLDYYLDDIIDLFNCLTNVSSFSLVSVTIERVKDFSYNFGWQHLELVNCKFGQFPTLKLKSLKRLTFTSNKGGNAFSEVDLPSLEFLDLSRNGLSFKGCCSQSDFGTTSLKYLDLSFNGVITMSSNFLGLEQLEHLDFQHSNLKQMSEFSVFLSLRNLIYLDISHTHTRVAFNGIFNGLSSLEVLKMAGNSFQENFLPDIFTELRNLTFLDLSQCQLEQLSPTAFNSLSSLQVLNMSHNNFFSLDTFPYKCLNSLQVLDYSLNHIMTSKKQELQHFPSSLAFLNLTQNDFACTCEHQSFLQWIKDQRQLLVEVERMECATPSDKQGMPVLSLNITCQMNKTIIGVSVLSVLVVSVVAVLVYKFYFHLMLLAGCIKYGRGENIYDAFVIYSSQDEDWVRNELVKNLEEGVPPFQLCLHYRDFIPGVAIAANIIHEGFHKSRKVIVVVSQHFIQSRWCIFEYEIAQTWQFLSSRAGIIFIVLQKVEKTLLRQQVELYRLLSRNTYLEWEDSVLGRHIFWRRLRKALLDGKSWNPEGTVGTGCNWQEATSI
# Target sequence (Q99836 whole entry, looked up): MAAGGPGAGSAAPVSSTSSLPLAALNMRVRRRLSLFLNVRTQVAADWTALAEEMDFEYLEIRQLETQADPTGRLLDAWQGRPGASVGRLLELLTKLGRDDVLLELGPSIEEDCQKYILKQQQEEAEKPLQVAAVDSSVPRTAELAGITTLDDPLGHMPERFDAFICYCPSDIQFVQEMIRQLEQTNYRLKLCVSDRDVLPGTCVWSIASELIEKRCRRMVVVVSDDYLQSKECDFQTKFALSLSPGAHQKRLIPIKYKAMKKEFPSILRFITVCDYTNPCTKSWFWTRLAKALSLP
# Lmaj promast: reduces viability of Leishmania major promastigotes; resazurin fluorescence viability; AID 1063; inhibition, % at 10 µM; 200,000 tested, 9% active;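 further: promastigotes grown with compound for 44 hours at 28 °C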
# Diaphorase act: activates diaphorase or chemically reduces, flagging diaphorase assay artifacts. Diaphorase/resazurin coupled assay, resorufin fluorescence, 16 min; active compounds read high; 1 = vehicle wells, 0 = NADH-free wells. activation factor at 20 µM. 190,000 tested, 0.005% active;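 active means diaphorase activity raised at least twofold by the compound at 20 µM; inactive means activation factor below 2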
#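 Material: Purified diaphorase enzyme from Clostridium kluyveri | Buffer or medium: 50 mM HEPES pH 7.4 with 4.542 mM MgCl2, 0.005% Tween 20 | Times: 16 min enzyme reaction, ambient temperature | Signal: Red resorufin fluorescence at 544/590 nm excitation/emission | Measure: Increased resorufin signal from activators or reducing compounds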
# PMI act satM6P: activators of human phosphomannose isomerase at near-saturating mannose 6-phosphate; coupled PMI enzyme assay, resazurin fluorescence, 20 min; active compounds read high; 1 = untreated enzyme, 0 = substrate-free blank; 190,000 tested, 0.34% active; activation factor at 20 µM;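 active means activation factor of 2 or more at 20 µM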
#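 Test system – human PMI in coupled enzyme assay · Timing – 20 min incubation at room temperature · Detection – Diaphorase-driven resazurin-to-resorufin fluorescence, excitation 544, emission 590 nm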
# Hsp70 activator: transcriptional activators of Hsp70. HeLa Hsp70 promoter luciferase reporter, luminescence; scaled: vehicle 0, proteasome-inhibitor control 100%. activation, % at 10 µM. 200,000 tested, 0.04% active. AID 1203;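 active means activation above the mean across all tested compounds plus 3 SD, cutoff set per campaign, cut at about 5.5% in these data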;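 further: 100% = MG132 at 30 µM as the positive control and 0% = DMSO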
# RAM network inh: yeast RAM network inhibition | 190,000 tested, 1.8% active | AID 868 | S. cerevisiae dse1pr::URA3 reporter, 5-FOA growth OD615, 2 d; analog-sensitive cbk1-as2 kinase mutant strain | inhibition, % at 50 µM;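 active means inhibition above a set limit, 3 SD over mean compound inhibition, cut at about 8.4% in these data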;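 further: 0% = DMSO-only wells with no growth and 100% = 10 µM 1-NA-PP1 full growth; inhibition rescues growth on 5-FOA so higher OD means more RAM inhibition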
# PMI act: increases human mannose-6-phosphate isomerase activity; purified human PMI, coupled resazurin fluorescence, 20 min; active compounds read high; 1 = vehicle control, 0 substrate-free wells; P34949; 190,000 tested, 0.005% active; AID 1214; activation factor at 20 µM;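 active means activation factor of 2 or more at 20 µM, relative to plate controls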
# The depositor's hits bear a star; / = not tested or not shown. Unless noted, no stated cut-off is given here; in the data, active means inhibition above about 50%; inactive means the rest.
SMILES,S1P3 antag,G6PDH CS,Diaphorase inh,Redox H2O2 prof,TLR4 MyD88 comp,Lmaj promast,Diaphorase act,PMI act satM6P,Hsp70 activator,RAM network inh,PMI act
COc1ccc(NS(=O)(=O)c2cc(NC(=O)C3CCCCC3)ccc2N2CCOCC2)cc1,-2.1,-2.6,-5.6,-0.8,-1.3,16.6,1.1,0.9,-0.4,2.8,1
Cc1ccc(CCN2CC(C(=O)NCCN3CCCCCC3)CC2=O)cc1 (stereo unspecified),-11.4,4.9,-11.9,-0.9,-3.4,-4.5,1.1,1,-0.2,-1.4,1
CN1CCN(Cc2nc3ccccc3c(=O)n2Cc2nc(-c3cccc([N+](=O)[O-])c3)cs2)CC1,-6.2,3.5,5.0,-0.5,6.7,36.9,0.9,0.7,-0.2,0.0,0.9
CNS(=O)(=O)c1cnccc1N1CCN(c2cccc(C)c2)CC1,/,3.2,14.8,-0.2,-3.9,8.1,0.9,0.9,-0.3,1.0,0.9
COc1ccc(N(C)S(=O)(=O)c2cccc(C(=O)Nc3nnc(C4CC4)s3)c2)cc1,-2.2,3.8,-5.4,0.0,-5.1,0.3,1.1,1.1,-0.5,0.9,1.2
O=C(COC(=O)C1=COCCO1)NCCCc1ccccc1,-5.2,1.8,10.9,-0.4,5.0,-1.6,0.9,1,-0.5,-0.6,1
Cc1nc2ccccc2n1CC(=O)NCc1ccccc1,10.2,1.5,17.4,1.0,12.2,-1.5,0.8,0.9,-0.1,-0.1,0.9
COc1ccc(C(=O)OCC(=O)Nc2ccc(Cl)c(C(F)(F)F)c2)c(OC)c1OC,-5.0,-14.9,17.6,0.3,-8.2,0.0,0.8,0.9,0.1,7.3,0.8
Cc1ccc(C(=O)COC(=O)CCCC(=O)Nc2cc(C(F)(F)F)ccc2Cl)cc1C,-0.8,-14.0,20.4,-0.3,0.4,26.4,0.8,0.8,-0.3,5.2,0.7
CC(=O)NNS(=O)(=O)c1ccccc1[N+](=O)[O-],-5.0,1.8,7.4,0.3,2.7,41.9,0.9,1,-0.3,2.0,1
Cc1cc(C(=O)CSc2nnc(-c3ccccc3)o2)c(C)n1CC1COc2ccccc2O1 (stereo unspecified),/,17.7,-7.6,2.4,-2.9,3.5,1.1,1,-0.5,3.1,1
O=S(=O)(Cc1ccccc1)N1CCCCCC1,8.3,2.9,9.1,-0.9,-8.1,-1.7,0.9,0.9,-0.1,-0.3,0.9
CCc1cccc(NC(=O)NC2CCCCC2)c1,13.9,8.8,3.5,1.1,-0.4,6.0,1,0.9,-0.3,3.6,0.8
O=C(NNC(=O)C(c1ccccc1)c1ccccc1)c1cccs1,/,-1.3,6.4,2.7,2.1,-5.4,0.9,0.9,-0.3,-1.1,0.9
O=C(CNc1ccccc1)NNC1=NCCC1,-2.5,7.7,10.6,-0.6,-4.3,-7.6,0.9,0.9,-0.5,1.1,0.8
COCCOC(=O)C1=C(C)N(Cc2ccccc2)C(=O)NC1c1cccc(OC)c1OC (stereo unspecified),-2.7,-0.9,26.3,2.7,16.0,-4.7,0.7,0.8,-0.2,/,0.9
COC(=O)[C@H](Cc1ccccc1)NC(=O)[C@@H]1C[C@H]1[C@@H](NC(=O)OCc1ccccc1)c1ccccc1,2.5,10.6,5.1,0.9,-6.2,-2.2,0.9,1,-0.2,1.2,1.1
CCOC(=O)COn1c(-c2cccc(Cl)c2)nc2ccc([N+](=O)[O-])cc21,/,1.9,19.3,3.6,17.8,5.7,0.8,2.1*,0.1,1.5,1.4
COc1ccccc1/C=C/C(=O)NNC(=O)c1cccs1,-11.9,3.5,-5.3,0.2,4.3,2.0,1.1,1,0.4,3.0,1
O=C(/C=C/c1ccc(OCCCF)cc1)Nc1ccnc(-c2ccncc2)n1,-2.9,-1.1,-6.6,-0.5,-6.8,31.9,1.1,1.1,-0.5,1.6,1
CC(NC(=O)C12CC3CC(C1)CC(n1cncn1)(C3)C2)C12CC3CC(CC(C3)C1)C2 (stereo unspecified),/,3.4,11.5,1.4,-2.3,-5.1,0.9,0.9,-0.4,0.8,1
COC(=O)c1cc(OC)c(OC)cc1NC(=O)c1c(-c2ccccc2)noc1C,12.9,8.7,18.6,1.9,3.6,13.8,0.8,0.8,-0.3,3.4,0.8
COC(=O)C1C(c2ccc(Br)cc2)Nc2nnc(C(F)(F)F)n2C1(C)O (stereo unspecified),-0.9,2.9,-16.2,0.2,6.8,11.8,1.2,1.1,-0.2,3.4,1.2
Cc1cc(Nc2ccccc2)c2c([N+](=O)[O-])c(C)cc(C)c2n1,/,-26.3,24.9,-1.6,-0.3,5.7,0.8,0.8,-0.2,-0.3,0.8
CCNc1nc(NC(C)C)nc(OCC)n1,/,-1.6,5.6,-0.2,-1.7,2.7,0.9,1.1,-0.1,0.8,1.1
CCOc1ccc(N=CC2=C(O)CC(c3ccco3)CC2=O)cc1 (stereo unspecified),-3.0,16.0,0.8,-0.4,0.7,50.0,1,1.1,-0.1,4.0,1.2
CC1(C)Cc2ccccc2C(c2cc3ccccc3oc2=O)=N1,/,-4.4,7.7,-0.3,-12.2,30.1,0.9,1,-0.5,-1.1,1
Cc1ccc(N2C(=O)c3cccc([N+](=O)[O-])c3C2=O)cc1C,-6.9,7.1,4.9,-0.7,3.8,-5.6,1,1,0.8,3.1,1
O=C1c2ccccc2CN1CCNC(=S)NC1CCCCC1,7.5,11.9,5.1,-0.1,12.1,-2.7,0.9,1,-0.1,-0.3,1.1
Cc1ccc(/C=N/NC(=O)CSc2nc3ccccc3n2C)s1,/,9.4,6.5,-1.0,-0.4,0.7,0.9,1.1,0.0,-0.8,1.1
OCCCn1c(-c2ccccc2)n[nH]c1=S,/,2.5,13.2,2.5,-3.1,-1.7,0.9,1,0.0,0.4,1
CN1C(=O)c2ccccc2C(C(=O)O)C1c1cn(C)c2ccccc12 (stereo unspecified),6.1,10.4,5.6,-1.9,5.7,-5.8,0.9,1.1,-0.2,1.2,1.1
CCOc1ccccc1OCC(=O)Nc1nc2ccccc2[nH]1,-4.7,7.8,-2.5,0.4,12.0,3.0,1,1,-0.1,0.8,1
Cc1ccc(S(=O)(=O)N2CCN(C(=O)CSc3nc4ccccc4c(=O)[nH]3)CC2)c(C)c1,-14.4,8.6,3.6,-2.3,-0.2,-0.3,1,1.1,0.0,4.0,1
O=C(COC(=O)CNC(=O)C1CCCCC1)Nc1ccc(Cl)cc1F,6.8,9.4,2.3,-2.3,-1.3,-0.9,1,1.1,-0.3,-0.8,1.1
CCC(=O)Nc1cc(-c2nnc(OC)c3ccccc23)ccc1N1CCOCC1,-3.1,0.5,18.5,-0.2,6.3,-2.2,0.8,1,-0.2,1.1,1
CC(C)(C)NC(=O)CSc1nnc(Cc2ccc3c(c2)OCO3)n1C1CCCCC1,-16.4,6.9,4.0,-0.3,5.2,8.8,1,0.9,0.0,3.5,0.9
COc1ccccc1C(=O)NC1CCCCCCC1,/,2.2,1.2,1.2,2.5,5.2,1,1,0.1,-0.6,1
CCCCSc1nc(SCC(=O)NCc2ccco2)c2c3c(sc2n1)COC(C)(CC)C3 (stereo unspecified),/,0.7,27.2,2.0,3.9,-4.3,0.7,1,-0.2,14.1*,0.9
CC(C)(C)OC(=O)N1CC=C2C(C#N)=C(N)C(C#N)(C#N)[C@H](c3cccnc3)[C@H]2C1,/,-11.2,19.7,-2.3,0.8,-7.0,0.8,1,-0.3,0.5,0.9

# Some of the entries above, reformatted:
SMILES | S1P3 antag | G6PDH CS | Diaphorase inh | Redox H2O2 prof | TLR4 MyD88 comp | Lmaj promast | Diaphorase act | PMI act satM6P | Hsp70 activator | RAM network inh | PMI act
COCCOC(=O)C1=C(C)N(Cc2ccccc2)C(=O)NC1c1cccc(OC)c1OC (stereo unspecified) | -2.7 | -0.9 | 26.3 | 2.7 | 16.0 | -4.7 | 0.7 | 0.8 | -0.2 | / | 0.9
COC(=O)[C@H](Cc1ccccc1)NC(=O)[C@@H]1C[C@H]1[C@@H](NC(=O)OCc1ccccc1)c1ccccc1 | 2.5 | 10.6 | 5.1 | 0.9 | -6.2 | -2.2 | 0.9 | 1 | -0.2 | 1.2 | 1.1
CCOC(=O)COn1c(-c2cccc(Cl)c2)nc2ccc([N+](=O)[O-])cc21 | / | 1.9 | 19.3 | 3.6 | 17.8 | 5.7 | 0.8 | 2.1* | 0.1 | 1.5 | 1.4
COc1ccccc1/C=C/C(=O)NNC(=O)c1cccs1 | -11.9 | 3.5 | -5.3 | 0.2 | 4.3 | 2.0 | 1.1 | 1 | 0.4 | 3.0 | 1
O=C(/C=C/c1ccc(OCCCF)cc1)Nc1ccnc(-c2ccncc2)n1 | -2.9 | -1.1 | -6.6 | -0.5 | -6.8 | 31.9 | 1.1 | 1.1 | -0.5 | 1.6 | 1
CC(NC(=O)C12CC3CC(C1)CC(n1cncn1)(C3)C2)C12CC3CC(CC(C3)C1)C2 (stereo unspecified) | / | 3.4 | 11.5 | 1.4 | -2.3 | -5.1 | 0.9 | 0.9 | -0.4 | 0.8 | 1
COC(=O)c1cc(OC)c(OC)cc1NC(=O)c1c(-c2ccccc2)noc1C | 12.9 | 8.7 | 18.6 | 1.9 | 3.6 | 13.8 | 0.8 | 0.8 | -0.3 | 3.4 | 0.8

# Continuation.
SMILES,S1P3 antag,G6PDH CS,Diaphorase inh,Redox H2O2 prof,TLR4 MyD88 comp,Lmaj promast,Diaphorase act,PMI act satM6P,Hsp70 activator,RAM network inh,PMI act
CC(C)(C)NC(=O)C(=O)N/N=C/c1ccc(Br)cc1,/,5.1,-8.3,-4.8,5.3,5.8,1.1,1.1,0.1,1.2,1.1
Cc1ccc(Cn2nc(C)c(NC(=O)CCCn3nc(C)c([N+](=O)[O-])c3C)c2C)cc1,6.6,7.0,13.9,-0.4,-8.0,51.5*,0.9,1,-0.4,1.4,0.8
Cc1nc(NC(=O)COC(=O)C2=NNC(=O)CC2)c(Cl)cc1Cl,-19.8,8.8,3.2,-0.4,-4.8,-0.6,1,1,-0.1,-0.2,1
CC(Sc1nc(-c2ccccc2)cc(C(F)(F)F)n1)C(=O)N1CCOCC1 (stereo unspecified),/,2.3,-9.4,0.0,-5.7,2.6,1.1,1.2,-0.4,0.7,1.1
COCCNC(=O)C(c1ccco1)N(C(=O)Cn1nnc2ccccc21)c1cc(C)ccc1C (stereo unspecified),-5.6,-0.7,15.8,2.3,-11.7,-6.8,0.8,1,-0.2,2.1,1
